Compound activity: PubChem, Broad Institute
PglD DTNB: blocks C. jejuni PglD acetyltransferase activity; purified PglD enzyme, DTNB colorimetric CoA detection; inhibition, % at 12.5 µM; actives 0.098% (n = 360,000); AID 602405; in the data active = inhibition above about 16%, passing the limit was not always enough; note: strong numbers were not always called active
PGC1a acetyl inh: PGC1a acetylation modulation, inhibitor mode; actives 0.17% (n = 350,000); U2OS PGC1a acetylation, AlphaScreen anti-acetyl-lysine; with virally co-expressed GCN5 acetyltransferase; inhibition, % at 15.6 µM;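 active = every replicate shows inhibition of at least 40%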;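 note: 0% = neutral control wells and 100% = positive control wells; some results beyond the cut were filed as inactive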
ERAP1 inh: inhibitors of human ERAP1 aminopeptidase; inhibition, % at 10.7 µM; Q9NZ08; actives 0.15% (n = 340,000); recombinant ERAP1, Leu-AMC fluorescence, 60 min;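 active = mean replicate inhibition of at least 30%, or all replicates individually reaching that 30% level; inactive = mean below 30% and not every replicate reaching it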;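 note: 0% = neutral control wells and 100% = L-leucinethiol positive control wells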
Target sequence (Q9NZ08 whole entry, looked up): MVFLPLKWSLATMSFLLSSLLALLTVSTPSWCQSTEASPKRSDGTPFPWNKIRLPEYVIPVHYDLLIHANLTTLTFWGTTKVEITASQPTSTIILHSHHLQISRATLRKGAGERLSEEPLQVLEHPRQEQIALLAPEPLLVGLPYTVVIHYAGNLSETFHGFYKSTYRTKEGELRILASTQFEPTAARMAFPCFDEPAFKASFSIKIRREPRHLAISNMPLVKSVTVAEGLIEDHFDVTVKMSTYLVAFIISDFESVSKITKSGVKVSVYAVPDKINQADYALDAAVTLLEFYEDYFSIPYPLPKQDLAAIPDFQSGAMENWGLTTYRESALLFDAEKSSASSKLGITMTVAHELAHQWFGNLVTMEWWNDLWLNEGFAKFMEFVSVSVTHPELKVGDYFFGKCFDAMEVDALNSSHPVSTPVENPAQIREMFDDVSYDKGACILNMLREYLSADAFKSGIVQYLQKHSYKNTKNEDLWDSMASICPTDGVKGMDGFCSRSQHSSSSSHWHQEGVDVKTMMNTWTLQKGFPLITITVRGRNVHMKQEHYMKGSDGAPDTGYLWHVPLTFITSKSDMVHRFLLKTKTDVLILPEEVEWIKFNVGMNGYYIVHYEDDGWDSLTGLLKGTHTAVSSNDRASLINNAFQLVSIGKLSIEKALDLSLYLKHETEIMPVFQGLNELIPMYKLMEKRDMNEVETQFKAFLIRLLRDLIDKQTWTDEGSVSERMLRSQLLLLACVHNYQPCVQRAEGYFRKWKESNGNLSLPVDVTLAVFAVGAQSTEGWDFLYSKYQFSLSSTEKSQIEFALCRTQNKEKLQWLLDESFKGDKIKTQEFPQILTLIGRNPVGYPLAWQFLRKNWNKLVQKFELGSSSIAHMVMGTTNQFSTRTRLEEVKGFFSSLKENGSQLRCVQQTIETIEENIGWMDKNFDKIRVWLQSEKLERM
FN deposition inh: fibronectin deposition inhibition; actives 0.086% (n = 350,000); AH1F fibroblasts, Alexa488-fibronectin deposition fluorescence, overnight; inhibition, % at 12.6 µM; AID 743247;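 active = mean inhibition across replicates of 30% or more, regardless of how many single replicates reach that level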;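 note: positive control wells lacked labelled fibronectin entirely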
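Material: AH1F fibroblast monolayer depositing Alexa488-labelled fibronectin into matrix | Input: 10000 AH1F cells/well | Medium: DMEM plus 2% serum, read in PBS | Reagent: Alexa488-fibronectin, 24 nM final in well | Compound dosing: One dose per compound, pinned | Schedule: 1 h adhesion, overnight exposure | Measured by: Fluorescence at 485 nm excitation, 525 nm emission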
S100A4 inh HTS: S100A4-myosin IIA interaction inhibition; S100A4/TAMRA-MyoIIA peptide fluorescence polarization; actives 0.14% (n = 360,000); AID 652163; inhibition, % at 10.7 µM; P26447;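 active = mean inhibition of at least 70% across replicates, with every replicate also reaching that level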
Target sequence (P26447 whole entry, looked up): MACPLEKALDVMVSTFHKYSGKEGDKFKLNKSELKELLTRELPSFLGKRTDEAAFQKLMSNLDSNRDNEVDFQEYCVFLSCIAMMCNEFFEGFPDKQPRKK
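Test system: S100A4 monomer protein; Medium: HEPES pH 7.2 with CaCl2, KCl, NaCl, DTT, Triton; Probe or stimulus: TAMRA-labelled myosin IIA heavy-chain peptide probe, 5 nM; Doses: one dose per compound; Times: polarization read 5 min after assay mix addition, stable 5–60 min; Benchmarks: neutral control DMSO, positive control TFP.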
LGR2 inh: blocks bursicon-induced cAMP signaling via Drosophila LGR2; HEK293 LGR2, CRE-luciferase, bursicon-stimulated, 4 h; actives 0.35% (n = 380,000); inhibition, % at 9.99 µM;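 active = drop in luminescence signal, shown as inhibition above about 50% in the replicate tests, limit read from the data, passing the limit was not always enough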;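 note: agonist challenge used bursicon conditioned medium at about half maximal strength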
PAX8 reporter: inhibitors of PAX8 transcriptional activity in RMG-I cells | RMG-I TPO-luciferase reporter, SteadyGlo, 24 h | inhibition, % at 12.6 µM | actives 1.2% (n = 360,000) | AID 652154;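 active = mean replicate inhibition at least 60% with every replicate also reaching 60%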;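 note: luciferase light reporting Pax8 driven TPO promoter activity; plate controls were median of neutral control wells for no effect and mitoxantrone controls for full effect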
EWS-Fli inh: EWS/Fli transcriptional activity inhibition; A673 NR0B1-luciferase reporter, viability-normalised; inhibition, % at 12.6 µM; actives 0.67% (n = 350,000); AID 651661;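 active = mean inhibition of at least 50% after viability correction, with every replicate also passing that limit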;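 note: firefly luciferase signal divided by Alamar Blue viability fluorescence both relative to DMSO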
The depositor's hits bear a star; & = joins results of further samples.

Start of the data: the first 2 entries as a preview:
CC(C)CC#Cc1ccc2c(c1)O[C@@H](CN(C)Cc1ccccn1)[C@H](C)CN([C@H](C)CO)S2(=O)=O was read as PglD DTNB -2, PGC1a acetyl inh 4, ERAP1 inh -4, FN deposition inh 2, S100A4 inh HTS 8, LGR2 inh -7, PAX8 reporter 72* and EWS-Fli inh 32.
Screening N/C(=N\OC(=O)c1ccccc1Br)c1cccc([N+](=O)[O-])c1 returned PglD DTNB 1, PGC1a acetyl inh -2, ERAP1 inh 1, FN deposition inh 1, S100A4 inh HTS -4, LGR2 inh -5, PAX8 reporter -94 and EWS-Fli inh -33.

The whole of this part, from the start:
CC(C)CC#Cc1ccc2c(c1)O[C@@H](CN(C)Cc1ccccn1)[C@H](C)CN([C@H](C)CO)S2(=O)=O was read as PglD DTNB -2, PGC1a acetyl inh 4, ERAP1 inh -4, FN deposition inh 2, S100A4 inh HTS 8, LGR2 inh -7, PAX8 reporter 72* and EWS-Fli inh 32.
Screening N/C(=N\OC(=O)c1ccccc1Br)c1cccc([N+](=O)[O-])c1 returned PglD DTNB 1, PGC1a acetyl inh -2, ERAP1 inh 1, FN deposition inh 1, S100A4 inh HTS -4, LGR2 inh -5, PAX8 reporter -94 and EWS-Fli inh -33.
For CCCC(=O)Nc1ccc2c(c1)OC[C@H](C)N(C(=O)CC1CC1)C[C@H](C)[C@H](OC)CN(C)C2=O the results were PglD DTNB 0, PGC1a acetyl inh -3, ERAP1 inh 1, FN deposition inh 5, S100A4 inh HTS 0, LGR2 inh -2, PAX8 reporter -6 and EWS-Fli inh 9.
`O=C1c2ccccc2C(=O)c2c1ccc1c(=O)n(C3CCCCC3)[nH]c21` gave PglD DTNB 0, ERAP1 inh 0, FN deposition inh -2, S100A4 inh HTS -6, LGR2 inh -12 and PAX8 reporter 15.
Cc1cc(NC(=O)c2ccc(Cl)cc2)c(C)cc1O was read as ERAP1 inh 3, FN deposition inh 4, S100A4 inh HTS 6, PAX8 reporter -35 and EWS-Fli inh -27.
Screening C[C@@H]1CN([C@@H](C)CO)C(=O)c2cc(-c3cccnc3)cnc2O[C@H]1CN(C)C(=O)Nc1ccccc1 returned PglD DTNB -4, PGC1a acetyl inh 3, ERAP1 inh 2, S100A4 inh HTS 11, LGR2 inh 0, PAX8 reporter -6 and EWS-Fli inh 5.
`Cc1cc(OCC(=O)Nc2ccc(CN3CCOCC3)cc2)ccc1Cl` gave PglD DTNB -3, ERAP1 inh 2, FN deposition inh 1, S100A4 inh HTS 2, LGR2 inh 10, PAX8 reporter -7 and EWS-Fli inh -5.
Screening CN(Cc1ccc(F)cc1)C(=O)CNC(=O)c1cccs1 returned PglD DTNB -1, PGC1a acetyl inh 2, ERAP1 inh 1, FN deposition inh 4, S100A4 inh HTS 3, LGR2 inh -3, PAX8 reporter -6 and EWS-Fli inh -8.
COc1ccc2c3c(n(C)c2c1)[C@H](CO)N(C(=O)NC(C)C)CC31CN(Cc2nccs2)C1 was read as PGC1a acetyl inh -7, ERAP1 inh 0, S100A4 inh HTS -4, LGR2 inh -1 and EWS-Fli inh 1.
O=C(Nc1ccc(F)cc1F)N1CCN(c2ncccn2)CC1 was read as PglD DTNB 3, PGC1a acetyl inh -21, ERAP1 inh 4, FN deposition inh -14, S100A4 inh HTS -2, LGR2 inh 1, PAX8 reporter -28 and EWS-Fli inh -10.
CCOc1ccc(N2C(=O)/C(=C/c3ccco3)N(C)C2=S)cc1 was read as PglD DTNB -1, PGC1a acetyl inh 1, FN deposition inh -5, LGR2 inh 0 and PAX8 reporter -4.
`CCN(CC)S(=O)(=O)c1cccc(C(=O)Nc2nc3cc4c(cc3s2)OCCO4)c1` gave PglD DTNB 6, PGC1a acetyl inh -3, ERAP1 inh 1, S100A4 inh HTS 4 and LGR2 inh 3.
Screening Cc1ccc(S(=O)(=O)N(C)c2ccc(C(=O)NCCc3ccccc3)cc2)cc1 returned PglD DTNB -2, PGC1a acetyl inh -10, ERAP1 inh -3, FN deposition inh -5, S100A4 inh HTS -4, LGR2 inh -11 and EWS-Fli inh -35.
For N=c1c(C(=O)NCC2CCCO2)cc2c(=O)n3ccccc3nc2n1Cc1ccc(Cl)cc1 (stereo unspecified) the results were PglD DTNB -9, ERAP1 inh inactive, FN deposition inh 11, S100A4 inh HTS 2, LGR2 inh 2 and PAX8 reporter -172.
COc1ccc(S(=O)(=O)N(C)C2CCS(=O)(=O)C2)cc1OC (stereo unspecified) was read as PglD DTNB 3, PGC1a acetyl inh 1, ERAP1 inh 1, S100A4 inh HTS -4 and LGR2 inh 5.
`CC(C)n1c(SCC(=O)NCc2ccco2)nnc1C1CC1` gave PglD DTNB 6, ERAP1 inh 5, FN deposition inh 9, S100A4 inh HTS 11, LGR2 inh 11, PAX8 reporter 6 and EWS-Fli inh 9.
`CC#CCN(Cc1ccco1)C(=O)C1CCC(=O)N(CCc2cccc(F)c2)C1` (stereo unspecified) gave PglD DTNB -10, PGC1a acetyl inh -2, ERAP1 inh -9, FN deposition inh 1, S100A4 inh HTS -3, LGR2 inh 7, PAX8 reporter 17 and EWS-Fli inh 3.
For O=C(NCC[C@H]1CC[C@H](NS(=O)(=O)Cc2ccccc2)[C@H](CO)O1)C1CCC1 the results were PglD DTNB 3, PGC1a acetyl inh 1, ERAP1 inh 0, S100A4 inh HTS -4, LGR2 inh 8, PAX8 reporter 5 and EWS-Fli inh -5.
`Cc1ccc(NC(=O)c2cccc(C(=O)Nc3ccc(C)c(C)c3)n2)cc1C` gave PglD DTNB 3, ERAP1 inh 0, FN deposition inh -1, S100A4 inh HTS -1, LGR2 inh 1, PAX8 reporter 14 and EWS-Fli inh -15.
Screening COc1ccc(/C=N\NC(=O)c2ccccc2OC)cc1COc1ccccc1C returned PglD DTNB 1, ERAP1 inh 2, S100A4 inh HTS 0, LGR2 inh 9 and PAX8 reporter 7.
Screening N#Cc1cccc(-c2ccc3c(c2)[C@@H]2[C@@H](CCN2C(=O)c2ccncc2)[C@H](CO)N3)c1 returned PglD DTNB 4, PGC1a acetyl inh -10, FN deposition inh -24, LGR2 inh 1, PAX8 reporter 18 and EWS-Fli inh 12.
Screening COc1ccc(CCCN2CCC(CN3CCNC(=O)C3=O)CC2)cc1OC returned PglD DTNB -2, PGC1a acetyl inh 14, ERAP1 inh 0, FN deposition inh -1, S100A4 inh HTS -1, LGR2 inh 30, PAX8 reporter -5 and EWS-Fli inh 6.
`O=C1NC[C@H](Cc2ccccc2)N(CC2CCN(CCc3ccccc3)CC2)C1=O` gave PglD DTNB -2, PGC1a acetyl inh 0, ERAP1 inh -4, FN deposition inh 12, S100A4 inh HTS -3, LGR2 inh -1, PAX8 reporter -4 and EWS-Fli inh 12.
`CCOc1ccc(C(=O)C2CCN(C(=O)c3ccc([N+](=O)[O-])cc3)CC2)cc1` gave PglD DTNB -2, PGC1a acetyl inh 3, ERAP1 inh 2, FN deposition inh -2, S100A4 inh HTS -5, LGR2 inh 1, PAX8 reporter 24 and EWS-Fli inh 21.
For c1ccc(CN2CCC3CC2c2c3cccc2N2CCOCC2)cc1 (stereo unspecified) the results were PglD DTNB -5, PGC1a acetyl inh 33, FN deposition inh -3, S100A4 inh HTS 0, LGR2 inh -1, PAX8 reporter -4 and EWS-Fli inh 12.
`COC(=O)C[C@@H]1C[C@H]2c3cc(NC(=O)CC4CC4)ccc3O[C@H]2[C@@H](CO)O1` gave PglD DTNB -4, PGC1a acetyl inh -5&-1, ERAP1 inh -3&2, FN deposition inh -7, S100A4 inh HTS 37&1, LGR2 inh 6&8, PAX8 reporter -3 and EWS-Fli inh -4.
Screening CC(/C=C/c1ccccc1)=N\NC(=O)c1ccc(Br)cc1 returned PglD DTNB 0, PGC1a acetyl inh -3, ERAP1 inh 5, FN deposition inh 2, S100A4 inh HTS -8, LGR2 inh 0, PAX8 reporter 17 and EWS-Fli inh 13.
Screening COCCNC(=O)Nc1ccc2nc(C)sc2c1 returned PglD DTNB -2, PGC1a acetyl inh 10, FN deposition inh -5 and PAX8 reporter -18.
CCOC(=O)CSc1nc2c(c(=O)[nH]c(=O)n2C)n1C/C=C(/C)Cl was read as PglD DTNB 4, PGC1a acetyl inh 11, FN deposition inh -3 and LGR2 inh 14.
CCS(=O)(=O)c1ccc(O)c(NC(=O)COc2ccc(OC)cc2)c1 was read as PglD DTNB 3, PGC1a acetyl inh 2, FN deposition inh -7, LGR2 inh -5 and PAX8 reporter -8.
Screening O=C(COC(=O)/C=C/c1ccc(C(F)(F)F)cc1)NC1CCCC1 returned PglD DTNB -4, PGC1a acetyl inh 2, ERAP1 inh -4, FN deposition inh 6, S100A4 inh HTS -16, LGR2 inh 8 and PAX8 reporter 0.
Screening N#Cc1ccc(OCC(=O)Nc2ccc(N3CCCC3)cc2)cc1 returned PglD DTNB -1, PGC1a acetyl inh -12, ERAP1 inh 0, FN deposition inh -6, S100A4 inh HTS 2, LGR2 inh -1, PAX8 reporter -5 and EWS-Fli inh 3.
`C[C@@H]1CN([C@@H](C)CO)C(=O)c2cccc(NS(=O)(=O)c3ccc(F)cc3)c2O[C@H]1CN(C)CC1CC1` gave PglD DTNB -1, ERAP1 inh 1, FN deposition inh -8, S100A4 inh HTS -2, LGR2 inh -6, PAX8 reporter -5 and EWS-Fli inh -2.
For COCCN(C(=O)c1ccco1)C(C(=O)NC1CCCC1)c1cccs1 (stereo unspecified) the results were PglD DTNB 4, PGC1a acetyl inh 0, FN deposition inh -1 and PAX8 reporter 5.
Screening CC1CCC(NC(=O)C2CCC(CNS(=O)(=O)c3cccc4cccnc34)CC2)CC1 (stereo unspecified) returned PglD DTNB 1, PGC1a acetyl inh -4, ERAP1 inh -1, FN deposition inh 1, S100A4 inh HTS 0, LGR2 inh -3, PAX8 reporter 15 and EWS-Fli inh 4.
`C/C(=N\NC(=O)COc1ccc(C)cc1C(C)C)c1ccc(-n2ccnc2)cc1` gave PglD DTNB 0, PGC1a acetyl inh -5, LGR2 inh -7 and PAX8 reporter -4.
Screening O=S(=O)(c1ccccc1)N1CCCCN2[C@@H](CO)[C@H](c3ccc(C#Cc4ccccc4)cc3)[C@@H]2C1 returned PglD DTNB -1, PGC1a acetyl inh -5, ERAP1 inh 4, S100A4 inh HTS 5, LGR2 inh -2 and PAX8 reporter 5.
`CN(c1ccccc1)S(=O)(=O)c1ccc(C(=O)OCC(=O)NC(N)=O)cc1` gave PGC1a acetyl inh 1, ERAP1 inh 1, FN deposition inh 2, S100A4 inh HTS -6, LGR2 inh -11, PAX8 reporter -23 and EWS-Fli inh -10.
Screening S=c1[nH]nc(-c2cccc3ccccc23)n1-c1cccnc1 returned PglD DTNB 5, PGC1a acetyl inh 4, FN deposition inh -5, S100A4 inh HTS -3, LGR2 inh 29, PAX8 reporter 6 and EWS-Fli inh 10.
For O=C(Cc1cccs1)N1CCN=C1SCc1cccc(F)c1 the results were PglD DTNB 4, PGC1a acetyl inh 1, ERAP1 inh 3, FN deposition inh -1, S100A4 inh HTS 1, LGR2 inh 8, PAX8 reporter 1 and EWS-Fli inh 1.
`Cc1ccc(C)c(NC2=C(Cl)C(=O)OC2OC(=O)c2ccco2)c1` (stereo unspecified) gave PglD DTNB -7, ERAP1 inh 13, S100A4 inh HTS 0, LGR2 inh 5 and EWS-Fli inh 12.
`CCn1nc(CC(C)C)cc1C(=O)N1CCCC(Nc2ccc(F)cc2)C1` (stereo unspecified) gave PglD DTNB 4, ERAP1 inh 3, FN deposition inh 0, S100A4 inh HTS -13, LGR2 inh 7, PAX8 reporter 6 and EWS-Fli inh 6.
Cc1csc(C(=O)NCC(=O)NNC(=O)c2cccc(Cl)c2)c1 was read as PglD DTNB 4, ERAP1 inh 1, S100A4 inh HTS -2, LGR2 inh -1, PAX8 reporter -14 and EWS-Fli inh 8.
